Assay outcomes: PubChem BioAssay, Sanford-Burnham Center for Chemical Genomics
mIAP inh – blocks mouse intestinal alkaline phosphatase; purified mouse IAP, CDP-Star luminescence, 30 min; inhibition, % at 10 µM; hit rate 0.2% among 330,000;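 active = inhibition of at least 40% at 10 µM in the primary screen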;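 note: plate controls were DMSO with enzyme for no effect and no enzyme wells for full effect; values of inactives mirror those of a sister screen read the other way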
mIAP activ – increases mouse intestinal alkaline phosphatase activity | muIAP, CDP-Star luminescence, 30 min; hits give high values; 1 = vehicle-only enzyme signal, 0 = enzyme-free wells | activation factor at 10 µM | hit rate 0.24% among 330,000 | AID 2805;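 active = activation factor of at least 2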; note: the source names both 10 and 20 µM as test concentration; values of inactives mirror those of a sister screen read the other way
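Assay system: mouse IAP enzyme; reagent: chemiluminescent substrate CDP-Star; dosing: test compounds delivered from DMSO solution; schedule: 30 min at room temperature; measured by: luminescence from enzymatic CDP-Star hydrolysis; controls: DMSO-only wells and no-enzyme negative control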
APOBEC3G inh – APOBEC3G (human) deaminase inhibition; hit rate 0.28% among 330,000; inhibition, % at 20 µM; recombinant A3G, ssDNA deamination FAM/TAMRA fluorescence; AID 493012;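 active = inhibition of at least 40% at 20 µM, with no more than 30% in the related APOBEC3A deaminase screen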;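 note: plate controls were DMSO wells with A3G for no effect and wells lacking A3G enzyme for full effect; some compounds called inactive have numbers as strong as hits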
Target sequence (Q9HC16 whole entry, looked up): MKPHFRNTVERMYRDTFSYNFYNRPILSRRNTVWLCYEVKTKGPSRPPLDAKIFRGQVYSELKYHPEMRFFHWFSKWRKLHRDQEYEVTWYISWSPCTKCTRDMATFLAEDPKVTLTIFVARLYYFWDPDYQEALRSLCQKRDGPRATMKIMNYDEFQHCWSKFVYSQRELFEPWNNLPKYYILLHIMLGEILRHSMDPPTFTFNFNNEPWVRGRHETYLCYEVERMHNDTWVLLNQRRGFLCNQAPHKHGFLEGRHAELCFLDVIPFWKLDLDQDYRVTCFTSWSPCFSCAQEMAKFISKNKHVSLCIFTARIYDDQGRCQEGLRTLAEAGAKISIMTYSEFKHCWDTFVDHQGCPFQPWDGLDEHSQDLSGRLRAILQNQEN
hIAP activ – human IAP activation. P09923. purified human IAP, CDP-Star luminescence, 30 min; hits give high values; 1 = vehicle-only enzyme, 0 = enzyme-free background. activation factor at 10 µM. hit rate 0.16% among 330,000. AID 2524;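 active = activation factor of the enzyme at least 2-fold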; note: the source names both 10 and 20 µM as test concentration; values of inactives mirror those of a sister screen read the other way
Target sequence (P09923 whole entry, looked up): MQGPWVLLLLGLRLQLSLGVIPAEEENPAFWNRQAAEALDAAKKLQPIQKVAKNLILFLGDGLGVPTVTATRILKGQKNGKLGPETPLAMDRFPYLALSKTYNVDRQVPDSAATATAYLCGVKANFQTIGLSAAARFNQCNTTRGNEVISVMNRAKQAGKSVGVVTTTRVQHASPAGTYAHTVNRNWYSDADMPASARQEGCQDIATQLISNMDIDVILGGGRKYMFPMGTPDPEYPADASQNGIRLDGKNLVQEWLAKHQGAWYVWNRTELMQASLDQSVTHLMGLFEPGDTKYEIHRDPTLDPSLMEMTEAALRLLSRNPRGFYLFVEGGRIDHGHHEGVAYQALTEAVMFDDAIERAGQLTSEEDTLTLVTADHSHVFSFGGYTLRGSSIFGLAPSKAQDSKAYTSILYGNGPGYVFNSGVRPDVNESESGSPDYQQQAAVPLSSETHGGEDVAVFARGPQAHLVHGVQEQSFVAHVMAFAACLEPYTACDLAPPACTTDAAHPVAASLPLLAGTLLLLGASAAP
ATG4B inhibitor – blocks human ATG4B protease cleavage of LC3 substrate; Q9Y4P1; ATG4B cleavage of LC3-PLA2, NBD-HPC fluorescence, 1 h; inhibition, % at 8.33 µM; hit rate 0.51% among 340,000; AID 504462; in the data active = inhibition above about 40%
MPTP block – blocks calcium-induced mitochondrial swelling; inhibition, % at 10 µM; hit rate 1.4% among 360,000; isolated mouse mitochondria, Ca2+ swelling absorbance, 30 min;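 active = inhibition of 50% or more, scaled per plate between neutral and stimulator controls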;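 note: 0% = DMSO wells given calcium and 100% = 1 mM EGTA wells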
MIN6 prolif – induces beta-cell replication in MIN6 cells | MIN6 cells proliferation, ATPlite luminescence, 48 h; cells starved in 0.2% serum; 100% = growth in 10% serum | proliferation, % at 10 µM | hit rate 0.29% among 330,000;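 active = compounds whose signal lies at least 3.5 SD above the mean of all wells on their plate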;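 note: 0% = DMSO-treated cells in low-serum medium and 100% = 10% serum control; some compounds called inactive have numbers as strong as hits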
A3A deaminase – blocks human APOBEC3A ssDNA deamination. P31941. recombinant A3A, FAM/TAMRA ssDNA deamination fluorescence. inhibition, % at 20 µM. hit rate 0.41% among 330,000. AID 493011;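 active = at least 40% inhibition at 20 µM here, with at most 30% in a related deaminase screen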;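 note: plate controls were A3A with DMSO for no effect and wells lacking A3A enzyme for full effect; some results filed as inactive read as strong as hits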
Target sequence (P31941 whole entry, looked up): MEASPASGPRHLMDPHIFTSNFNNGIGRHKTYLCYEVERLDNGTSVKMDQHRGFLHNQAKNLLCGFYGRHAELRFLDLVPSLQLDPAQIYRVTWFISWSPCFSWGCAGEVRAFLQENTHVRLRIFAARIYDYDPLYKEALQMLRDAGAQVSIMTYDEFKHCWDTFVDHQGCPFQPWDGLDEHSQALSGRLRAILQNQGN
hIAP inh – blocks human intestinal alkaline phosphatase | purified IAP, CDP-Star luminescence, 30 min | hit rate 0.12% among 330,000 | inhibition, % at 10 µM | AID 2544;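 active = inhibition reaching a set limit with compound at 10 µM in the primary screen, cut at about 35% in these data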;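 note: plate controls were DMSO wells with enzyme for no effect and no-enzyme buffer wells for full effect; values of inactives mirror those of a sister screen read the other way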
Starred values were filed as active, the others as inactive; . = not tested or not shown.

SMILES	mIAP inh	mIAP activ	APOBEC3G inh	hIAP activ	ATG4B inhibitor	MPTP block	MIN6 prolif	A3A deaminase	hIAP inh
CC1C=CCC2C(=O)N(c3cccc(C(=O)NCCc4ccccc4)c3)C(=O)C12 (stereo not drawn)	6	0.94	-8	1	-4	0.7	-1	-3	-3
Cc1ccc(C(=O)C(C)OC(=O)Cn2c(C)csc2=O)cc1 (stereo not drawn)	4	0.96	-7	1	-1	0.6	-2	-3	-3
N#CN=C1SCCS1	-10	1.1	-4	1.2	-1	0.7	-2	-5	-21
CCOc1ccc(CCNC(=O)CSc2nn(-c3ccc(C)c(Cl)c3)c(=S)s2)cc1OCC	10	0.9	-1	1.1	3	8.8	-3	0	-9
CCOc1ccc(CNC(=O)C2Cc3cc(S(=O)(=O)N4CCCC4)ccc3N2C(C)=O)cc1 (stereo not drawn)	6	0.94	-5	1.1	1	0.7	-3	-4	-10
COc1ccc(/C(C)=N/N=C(N)N)c(OC)c1	-11	1.1	2	1.1	3	1.4	-3	4	-11
CC(C)c1nc(N2CCN(C(=O)c3ccco3)CC2)c2c3c(sc2n1)CCCC3	5	0.95	0	0.92	92*	-0.4	-5	6	8
Cc1cc2cc(C=C(C#N)C#N)c(Cl)nc2cc1C	-5	1	-9	1.1	-3	3.2	-6	-4	-10
Cc1ccccc1NC(=O)Cc1nc(COC(=O)C(NC(=O)c2ccccc2C)C(C)C)cs1 (stereo not drawn)	0	1	-10	0.83	-19	-0.1	-2	-5	17
CCCCNC(NCCCC)=C(S(=O)(=O)CC)S(=O)(=O)CC	7	0.93	-5	0.97	-7	1.1	-3	1	3
COCCSc1ccccc1C(=O)N1CCc2ccccc2C1	-7	1.1	-4	1.1	1	0.0	-2	0	-8
OCCC1CN(Cc2cccnc2)CCN1CCc1ccccc1 (stereo not drawn)	-4	1	-1	1.2	-6	0.0	-3	0	-16
CCN(C(=O)COC(=O)C1CCN(S(=O)(=O)c2cccs2)CC1)c1ccccc1	-6	1.1	-4	1.1	-7	-1.2	4	2	-13
COCCCNC(=S)Nc1cc(C)c(C)cc1C	-9	1.1	-5	1.1	-1	0.6	-2	-6	-11
CCOC(=O)c1ccc(NC(=O)c2cc(=O)[nH]c3ccccc23)cc1	1	0.99	-6	1	-5	1.1	1	1	-3
CNS(=O)(=O)c1cccc(C(=O)OCc2csc(-c3ccccc3)n2)c1	9	0.91	-3	1.1	1	0.5	-3	-2	-8
COc1ccc(CCNC(=O)C2CCN(S(=O)(=O)c3ccc(-n4cnnn4)cc3)CC2)cc1OC	-4	1	-1	1.1	-11	2.2	0	2	-10
O=C(CCOc1cccc(Br)c1)NNC(=O)COc1ccc(F)cc1	13	0.87	-12	1.3	-6	-1.1	7	-4	-34
CCOC(=O)Cn1nc(-c2ccc(Cl)cc2)cc1N	10	0.9	-7	0.88	-6	1.2	-3	-6	12
CCOc1ccccc1N1CN(Cc2ccccc2)CNC1=S	11	0.89	-1	0.76	-4	2.3	-3	0	24
Cn1c(=O)oc2cc(S(=O)(=O)NCCCN3CCCC3=O)ccc21	2	0.98	-1	0.84	-13	-1.1	-1	-5	16
O=C(Nc1nn[nH]n1)C12CC3CC(CC(C3)C1)C2	-5	1.1	-9	0.96	-4	-1.3	-1	-4	4
Cc1c(CCOC(=O)c2cc([N+](=O)[O-])ccc2Cl)sc[n+]1CCCCS(=O)(=O)[O-]	2	0.97	-2	0.98	-10	-0.7	0	0	2
CCc1ccccc1SCc1noc(C(=O)NCC2CCCO2)c1C(=O)O (stereo not drawn)	0	1	4	1.1	5	-1.0	-2	1	-8
CC1(C)N=C(N)N=C(N)N1c1cccc(C(=O)O)c1	-8	1.1	-6	1	-1	-0.1	1	-3	-1

Next part, overlapping the part above by 4 compounds.
SMILES	mIAP inh	mIAP activ	APOBEC3G inh	hIAP activ	ATG4B inhibitor	MPTP block	MIN6 prolif	A3A deaminase	hIAP inh
O=C(Nc1nn[nH]n1)C12CC3CC(CC(C3)C1)C2	-5	1.1	-9	0.96	-4	-1.3	-1	-4	4
Cc1c(CCOC(=O)c2cc([N+](=O)[O-])ccc2Cl)sc[n+]1CCCCS(=O)(=O)[O-]	2	0.97	-2	0.98	-10	-0.7	0	0	2
CCc1ccccc1SCc1noc(C(=O)NCC2CCCO2)c1C(=O)O (stereo not drawn)	0	1	4	1.1	5	-1.0	-2	1	-8
CC1(C)N=C(N)N=C(N)N1c1cccc(C(=O)O)c1	-8	1.1	-6	1	-1	-0.1	1	-3	-1
CCOC(=O)CCc1c(C)c2ccc(OCc3ccc([N+](=O)[O-])cc3)cc2oc1=O	6	0.94	-5	0.88	3	-6.6	-1	-4	12
NC(=O)COC(=O)C1CSC2(c3ccc(F)cc3)CCC(=O)N12 (stereo not drawn)	0	1	-7	1	-7	0.1	3	-2	-4
CCOc1ccc(CNC(=O)CCCC(=O)n2nc(C)c3ccccc32)cc1	5	0.95	-2	0.95	-3	-0.4	5	-3	5
CCCN(C(=O)c1cccc(S(=O)(=O)N2CCN(C)CC2)c1)c1c(N)n(Cc2ccccc2)c(=O)[nH]c1=O	-1	1	-9	1	-3	0.0	3	-1	-4
Cc1ccc(OC(C)C(=O)OCC(=O)Nc2sccc2C(N)=O)cc1 (stereo not drawn)	4	0.96	-3	1.2	-3	-0.9	-1	-2	-24
CCOCCCN(C(=O)Cn1nnc(-c2ccc(OC)c(OC)c2)n1)C(CC)C(=O)NC1CCCC1 (stereo not drawn)	-13	1.1	-4	1.2	1	-1.3	-1	-6	-22
CCOc1ccc(CCNC(=O)C(O)c2ccccc2)cc1 (stereo not drawn)	9	0.91	-2	0.86	1	0.3	0	-1	14
C=CC(C)N1C(=O)S/C(=C\c2ccc(N3CCOCC3)cc2C)C1=O (stereo not drawn)	13	0.87	5	0.98	-4	1.4	-2	2	2
Cc1cc(NC(=O)CSc2nnc(-c3ccco3)n2Cc2ccco2)no1	1	0.99	-7	0.95	-2	0.3	-1	2	5
CC(C)(CO)NC(=O)C12CC3CC(CC(Br)(C3)C1)C2	-2	1	-6	1.2	-9	1.8	-1	0	-15
Cn1cc(CN2CCCC(C(=O)c3cc(F)ccc3F)C2)c2ccccc21 (stereo not drawn)	-3	1	-4	1.1	33	0.7	-3	2	-12
CN(C(=O)COC(=O)c1ccc([N+](=O)[O-])cc1Cl)C1CCCCC1	-2	1	11	0.99	-3	1.5	-1	6	1
CCOc1ccccc1N(CC(=O)Nc1ccccc1C(=O)NCc1ccco1)S(C)(=O)=O	-8	1.1	2	1.1	-2	1.0	-1	-1	-6
c1coc(CN(Cc2ccco2)c2ncnc3c2oc2ccccc23)c1	5	0.95	-7	1.2	-2	83*	-6	4	-20
CCCCCC1NC(=O)NC1CCCCCC(=O)O (stereo not drawn)	5	0.95	-3	1	-13	0.5	-1	0	0
COc1ccccc1N1CCN(C(=O)c2n[nH]c3ccccc23)CC1	9	0.91	1	0.98	-12	-1.1	-4	1	2
COC(=O)c1cc(NS(=O)(=O)c2ccc3c(c2)c(=O)n(C)c(=O)n3C)cc(C(=O)OC)c1	-4	1	-1	0.98	-1	3.1	-1	-1	2
CCCCCCN(C(=O)CCCCCN1C(=O)NC(c2ccc(-c3ccccc3)cc2)C(C(=O)OCc2ccccc2)=C1C)C(C(=O)NCCCC)C1CCCCC1 (stereo not drawn)	-6	1.1	-10	1	.	.	-6	-3	0
CCN(CC)S(=O)(=O)c1ccc(Cl)c(OC)c1	18	0.82	-5	0.99	0	2.7	-1	0	1
COc1ccc(CSc2nnc(C)n2N)cc1[N+](=O)[O-]	-1	1	-17	1	0	-1.1	-3	-1	-4
CC(=O)c1ccc(OCC(=O)NC2CCCCCC2)cc1	2	0.98	-9	1	-4	-0.2	1	-6	-2
O=C(CCc1ccccc1)NC1CCSC1=O (stereo not drawn)	3	0.97	-7	0.97	-7	0.7	-3	-1	3
CC(C)CSc1nc2ccccc2c(=O)[nH]1	6	0.94	-6	0.97	-9	0.5	-2	-2	3
Cn1cnnc1SCC(=O)NC1CCCCCC1	-6	1.1	-1	0.75	3	-1.2	-2	5	25
COc1cccc(OC)c1OCC(O)CN1CCN(c2ccccc2F)CC1 (stereo not drawn)	2	0.98	-2	1	4	0.9	1	-2	-4
(more compounds)
SMILES	mIAP inh	mIAP activ	APOBEC3G inh	hIAP activ	ATG4B inhibitor	MPTP block	MIN6 prolif	A3A deaminase	hIAP inh
Cc1ccc2c(c1)C1CN(C)CCC1N2C(=O)COc1ccc(N(C)C(=O)C(C)(C)C)cc1 (stereo not drawn)	-1	1	1	0.99	-3	-0.5	-5	9	1
CS/C(=N\S(=O)(=O)c1ccc(Cl)cc1)c1ccccc1	-16	1.2	-2	1	-5	3.4	-3	-1	-3
O=C(Nc1ccccc1Cl)c1ccccc1Cc1ccccc1	4	0.96	-4	0.81	10	42	0	-1	19
CC(=O)OCC(=O)Nc1ccc([N+](=O)[O-])cc1Cl	-3	1	-9	1.1	1	0.9	2	-4	-8
NC(=O)NOCc1ccc(Cl)cc1Cl	5	0.95	-9	1.1	-3	-1.4	-2	-3	-12
CC(C)c1ccc(/C=C2\SC(=S)N(CCC(=O)N3CCCCC3CCO)C2=O)cc1 (stereo not drawn)	8	0.92	-4	1	26	-0.1	-8	-5	-2
COc1cc(-c2noc(CCC(=O)Nc3cccnc3)n2)cc(OC)c1OC	-2	1	-6	1.4	-7	1.2	0	-6	-44
COC(CNC(=O)c1cc(S(=O)(=O)N2CCc3ccccc32)ccc1F)OC	5	0.95	-8	0.94	-7	0.5	3	-2	6
O=C(C1CCCO1)N1CCN(C(=S)Nc2ccc(F)cc2)CC1 (stereo not drawn)	7	0.93	-3	1	0	1.7	-2	0	-3
O=C(CC1SC(N2CCCCC2)=NC1=O)Nc1cccc(C(=O)O)c1 (stereo not drawn)	15	0.85	1	1.1	-11	-0.5	0	1	-6
O=C(CSC1=NCCS1)Nc1cccc2ccccc12	8	0.92	-5	0.95	-14	-4.2	-6	-3	5
CCOC(=O)C(C#N)C(Cc1ccccc1)c1ccco1 (stereo not drawn)	-4	1	1	0.94	-3	0.4	1	1	6
O=C1/C(=C\c2ccncc2)CCc2ccccc21	-1	1	-4	1.1	12	-1.2	-5	-3	-8
O=C(CSc1nnc(-c2ccccn2)n1-c1ccccc1)Nc1ccc2c(c1)OCO2	-1	1	-5	1.1	-1	0.0	-1	-2	-9
CCOc1cc(N2CCOCC2)c(OCC)cc1NC(=O)COC(=O)c1ccc([N+](=O)[O-])o1	-2	1	0	0.9	-10	-1.6	-4	3	10
CCOc1ccc2nc(Cl)c(C3CC(c4ccco4)=NN3S(C)(=O)=O)cc2c1 (stereo not drawn)	0	1	0	0.96	4	1.1	0	3	4
CC[C@@H]1C/C=C\Cc2ccccc2[C@H](C(=O)C[C@@H](O)CC(C)=O)OC1=O	-6	1.1	0	1.1	-2	0.6	-6	-3	-14
CN(C)c1ccc(C(=O)N2CCCC2)cc1	2	0.97	-7	0.88	0	-2.1	0	1	12
Cc1ccc(CNC(=O)c2nnn(CC(=O)Nc3cc(C)cc(C)c3)c2N)cc1	-6	1.1	5	0.98	-8	0.7	1	2	2
CCCOC(=O)c1ccc(NS(=O)(=O)c2cccs2)cc1	-2	1	-3	1.2	7	2.8	-4	-5	-16
N#CCc1ccc(NC(=O)CSc2nnc(C3CC3)n2C2CC2)cc1	-10	1.1	-2	0.87	-42	-1.5	2	2	13
CN(CC(=O)Nc1cccc(F)c1)C(=O)c1ccc(COc2ccccc2)cc1	-15	1.1	-2	1.1	1	-0.1	-3	1	-7
O=C(CCN1C(=O)C2C3C=CC(C3)C2C1=O)N1CCN(c2ccccc2F)CC1 (stereo not drawn)	-1	1	-4	0.97	25	0.6	-3	-1	3
